PAX8 reporter: lowers PAX8-driven luciferase in RMG-I cells. RMG-I TPO-luciferase reporter, SteadyGlo, 24 h. inhibition, % at 12.6 µM. 360,000 compounds, 1.2% hits. AID 652154;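 active means mean replicate inhibition at least 60% with every replicate also reaching 60%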;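 further: luciferase light reporting Pax8 driven TPO promoter activity; plate controls were median of neutral control wells for no effect and mitoxantrone controls for full effect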
GSIS activator: GLuc luminescence reporter in INS-1E cells, primary screen for activators of glucose-dependent secretion of insulin. activation, % at 16.6 µM. INS-1E GLuc reporter insulin secretion, 2-3 h. 370,000 compounds, 0.61% hits;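 active means lowest replicate activation of at least 40%, so every replicate reaches that level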;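 further: 0% = median of neutral control wells and 100% = median of IBMX positive control wells; some compounds called inactive have numbers as strong as hits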
Cneo AK release: causes C. neoformans cell lysis; 360,000 compounds, 0.2% hits; adenylate kinase release luminescence, 4 h; normalised: neutral wells 0, clomiphene wells 100; AID 651654; lysis activity, % at 15 µM;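 active means mean lysis activity across replicates of at least 80%, whatever share of replicates individually reach that level; inactive means mean lysis activity below 80%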
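Assay system: log-phase C. neoformans yeast / Quantity: yeast cell density of 5 × 10^6 cells/mL / Medium: fresh YPD growth medium / Compound: single dose / Timing: static 4 h at 37 °C with compound, 1 h detection / Measured by: adenylate kinase release luminescence / Read-out: lysis from increased AK signal / Benchmarks: Clomiphene as positive lysis control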
ARNT-TACC3 inh: disrupts binding between human ARNT and TACC3; AlphaScreen His-ARNT PAS-B/GST-TACC3 binding, luminescence; TACC3 fragment carries E629A point mutation; Q9Y6A5; inhibition, % at 9.99 µM; AID 623870; 390,000 compounds, 0.66% hits;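 active means mean inhibition of replicates at least 50% and at least half of replicates each reaching 50%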;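 further: 0% = complete ARNT plus TACC3 wells and 100% = ARNT alone without TACC3; many hits fall short of the cut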
PglD inh: PglD (C. jejuni) enzyme inhibition; purified PglD enzyme, DTNB colorimetric CoA detection; inhibition, % at 12.5 µM; 360,000 compounds, 0.098% hits; AID 602405; in the data active means inhibition above about 16%, passing the limit was not always enough; further: strong numbers were not always called active
PGC1a acetyl inh: lowers PGC1a acetylation signal in U2OS cells; 350,000 compounds, 0.17% hits; inhibition, % at 15.6 µM; AlphaScreen anti-acetyl-lysine; with virally co-expressed GCN5 acetyltransferase;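 active means every replicate shows inhibition of at least 40%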;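 further: 0% = neutral control wells and 100% = positive control wells; some results beyond the cut were filed as inactive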
Statin myotox sup: suppression of simvastatin myotoxicity. C2C12 myotubes + simvastatin, ATP luminescence, 48 h; scaled: DMSO 0, geranylgeraniol control 100. rescue of ATP level, % at 7.49 µM. 330,000 compounds, 0.78% hits;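 active means mean ATP rescue above about 67%, or every replicate alone reaching that limit, limit read from the data, passing the limit was not always enough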;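 further: myotubes were challenged with 10 µM simvastatin during compound exposure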
LGR2 antag: Drosophila LGR2 receptor signaling inhibition. HEK293 LGR2, CRE-luciferase, bursicon-stimulated, 4 h. inhibition, % at 9.99 µM. 380,000 compounds, 0.35% hits. AID 720647;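 active means drop in luminescence signal, shown as inhibition above about 50% in the replicate tests, limit read from the data, passing the limit was not always enough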;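 further: agonist challenge used bursicon conditioned medium at about half maximal strength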
An asterisk follows results filed as active; . = not tested or not shown; & = joins results of further samples.

mol,PAX8 reporter,GSIS activator,Cneo AK release,ARNT-TACC3 inh,PglD inh,PGC1a acetyl inh,Statin myotox sup,LGR2 antag
CN1C(=O)c2cc(NS(=O)(=O)c3cccc(F)c3)ccc2OC[C@H]2O[C@@H](CC(=O)NCCN3CCCCC3)CC[C@H]21,-20,2,-2,-1,1,3,-11,22
O=C(NCCCn1cccn1)c1cc(COc2ccc(F)cc2Cl)on1,2,-1,.,2,.,.,.,-19
O=C(NCc1cccs1)C1CCN(S(=O)(=O)c2cccc3cccnc23)CC1,0,3,-1,15,-5,-4,-4,-7
CC1=NN(Cc2ccccc2)C(=O)C1C(c1ccccc1)C(C#N)C#N (stereo unspecified),3,.,1,6,-3,2,.,.
CCOC(=O)N1CCN(C(=O)c2ccc(CNS(=O)(=O)c3ccc(C)cc3)cc2)CC1,10,.,0,-4,0,7,-8,.
O=C(O)c1cccc(S(=O)(=O)Nc2ccc(N3CCCCC3)cc2)c1,-1,.,1,2,6,-1,0,.
CNC(=O)C[C@H]1CC[C@@H]2[C@H](COC[C@@H](O)CN2C(=O)Nc2ccc(Cl)c(Cl)c2)O1,4,-14,2,-11,-5,-7,-14,1
C[C@H](NC(=O)c1nc[nH]c1C(=O)N[C@@H](C)c1ccccc1)C(=O)OC(C)(C)C,10,-22,6,11,5,.,0,-5
Cc1noc(C)c1S(=O)(=O)Nc1ccc2c(c1)C(=O)N([C@H](C)CO)C[C@@H](C)[C@@H](CN(C)C(=O)NC(C)C)O2,.,7,1,-7,5,-1,.,11
CC(C)(C)c1ccc(OCc2nnc(SCC(N)=O)n2N)cc1,-2,6,.,0,.,-11,.,-13

The list continues.
mol,PAX8 reporter,GSIS activator,Cneo AK release,ARNT-TACC3 inh,PglD inh,PGC1a acetyl inh,Statin myotox sup,LGR2 antag
Cc1n[nH]c(C)c1N=Nc1ccc(Br)cc1,-10,26,3,-1,1,-2,2,-10
C=C1C[C@H]2[C@@H]3CCc4cc(OC)ccc4[C@H]3CC[C@]12C,-8,11,2,-4,-3,5,4,-8
CC(=O)Oc1cccc(C2=CC(=O)CC(C)(C)C2=O)c1,-11,1,10,.,-1,5,3,13
Cc1ccc(S(=O)(=O)N(CC(=O)N/N=C\c2cccs2)c2cccc3cccnc23)cc1,17,-18,.,2,.,.,.,14
COc1ccc(-c2ccc(C#N)c(OC(=O)c3c(Cl)cccc3Cl)n2)cc1,.,2,0,-6,5,-18,-39,0
O=C(c1ccc(F)cc1)N1CCC(C(=O)N2CCN(c3ncccn3)CC2)CC1,-5,2,0,-6,0,6,7,8
COc1ccc(S(=O)(=O)N(C)C[C@@H]2Oc3ncc(C#Cc4ccc(C(F)(F)F)cc4)cc3C(=O)N([C@H](C)CO)C[C@@H]2C)cc1,.,5,-1,8,0,-6,.,26
CCN(CC)C(=O)Cn1cc(C(=O)C(=O)N2CCCc3ccccc32)c2ccccc21,17,-7,-1,0,2,2,11,8
COc1ccc(OC)c(-c2cc(C(=O)Nc3cc(C)n(Cc4ccc(Cl)cc4)n3)no2)c1,.,4,-1,-14,0,-42,7,-18
CN1CCCN(Cc2ccccc2C(F)(F)F)CC1,.,.,-2,-8,4,-9,.,.

Further compounds.
mol,PAX8 reporter,GSIS activator,Cneo AK release,ARNT-TACC3 inh,PglD inh,PGC1a acetyl inh,Statin myotox sup,LGR2 antag
CCOc1ccccc1C(=O)N1CCN(c2cccc(Cl)c2)CC1,.,-19,-3,26,-2,5,-136,-4
O=C(NCc1ccccc1Cl)NCc1ccccc1Cl,-36,1,.,1,.,.,-4,-11
O=C(COc1ncnc2ccccc12)Nc1cccc([N+](=O)[O-])c1,20,-6,.,-4,.,-4,.,-9
COc1cccc(-c2ccc([C@@H]3[C@H](C#N)N(C(=O)c4ccccn4)[C@H]3CO)cc2)c1,5,7,1,8,3,-2,-18,7
C[C@H](CO)N1C[C@H](C)[C@H](CN(C)S(=O)(=O)c2ccc(-c3ccccc3)cc2)OCc2cnnn2CCCC1=O,-6,-6,-3,8,3,-1,-6,5
CC(C)NC(=O)Nc1ccc2c(c1)C(=O)N([C@H](C)CO)C[C@H](C)[C@@H](CN(C)CC1CC1)OCCCC[C@H](C)O2,-2,19,1,-3,0,3,-4,-9
O=C(COC(=O)c1cc(=O)[nH]c(=O)[nH]1)Nc1cccc(S(=O)(=O)N2CCOCC2)c1,-12,1,.,-1,.,9,.,5
O=C(Nc1cccc2c1CCCC2)c1ccccc1Cl,-1,5,5,20,-5,-9,-1,1
C[C@@H]1CCCCO[C@@H](CN(C)Cc2ccc(C(=O)O)cc2)[C@@H](C)CN([C@@H](C)CO)C(=O)c2cc(NC(=O)NC3CCCCC3)ccc2O1,-1,0,3,-16,3,6,.,28
CN(C)CCN(C)Cc1c2ccccc2c(CN(C)CCN(C)C)c2ccccc12,10,1,-3,10,-5,10,5,-14

Next structures follow.
mol,PAX8 reporter,GSIS activator,Cneo AK release,ARNT-TACC3 inh,PglD inh,PGC1a acetyl inh,Statin myotox sup,LGR2 antag
c1ccc2c(SCc3cn4ccccc4n3)nncc2c1,-12,10,.,18,.,-12,.,-63
NC(N)=NS(=O)(=O)c1ccc(NC(=S)NC(=O)/C=C/c2ccc(F)cc2)cc1,-22,.,-6,3,-4,16,1,-18
O=S1(=O)c2c(F)cccc2OC(COc2ccccc2)CN1CCc1ccc(F)cc1 (stereo unspecified),-17,-8,1,-8,0,-16,-6,1
O=C(/C=C/c1ccccc1)NCCCNC(=O)/C=C/c1ccccc1,-9,10,5,-2,0,-5,11,-6
COc1ccc(S(=O)(=O)Nc2ccc3c(c2)C(=O)N([C@@H](C)CO)C[C@@H](C)[C@H](CN(C)Cc2ccccc2)O3)cc1,.,10,-3,-7,13,-2,4,20
Cc1c(NC(=O)C(C)OC(=O)c2c3c(nc4ccccc24)CCC(C)C3)c(=O)n(-c2ccccc2)n1C (stereo unspecified),-13,18,4,-2,2,7,4,3
COc1ccccc1NC(=S)N1CCC(NC(=O)c2ccco2)CC1,16,10,.,-4,.,14,.,-1
COc1ccccc1/C=C/C(=O)NCC(=O)n1nc(C)cc1C,7,20,.,16,.,.,.,0
COc1cc(OC)cc(C(=O)N[C@H](C(=O)OCC(=O)Nc2ccc(C(C)C)cc2)C(C)C)c1,-3,-10,.,-14,.,.,.,1
COc1ccc(/C=C/c2onc(C)c2S(=O)(=O)N2CCC(C(=O)N3CCC(C)CC3)CC2)cc1,-4,3,4,0,9,1,-19,7

The list goes on:
mol,PAX8 reporter,GSIS activator,Cneo AK release,ARNT-TACC3 inh,PglD inh,PGC1a acetyl inh,Statin myotox sup,LGR2 antag
COc1ccc(N2CCN(C(=O)C3CCCN(S(=O)(=O)c4ccc(F)cc4)C3)CC2)cc1 (stereo unspecified),6,-8,-1,4,-4,.,0,-13
Cc1ccccc1CCN(C(=O)Cn1nnc2ccccc21)C(C(=O)NC(C)(C)C)c1ccsc1 (stereo unspecified),.,-1&23,-1,2,-8,-1,-45,-12&27
COC(=O)c1ccc(OC(=O)c2ccc(OC)c(OC)c2)c(OC)c1,.,.,1,4,2,.,20,.
COc1ccccc1CN1CCNC(=O)C1CC(=O)O (stereo unspecified),-13,-3,.,-3,.,-4,.,8
Cc1ccc2c(c1)C1CN(C)CCC1N2Sc1ccccc1[N+](=O)[O-] (stereo unspecified),-4,-70,.,36,.,-14,-1,3
Cc1ccc(NC(=O)C(=O)NCCc2c[nH]c3ccccc23)c(C)c1,2,19,.,1,.,-6,15,-4
CCOc1ccc(OCCNC2CCCC2)cc1,-8,.,4,.,10,8,-3,.
CCN(CC)CCOC(c1ccccc1)c1ccc(C)cc1 (stereo unspecified),1,-4,.,-1,.,.,.,6
CCOC(=O)CSc1nc2c(sc3ccccc32)c(=O)n1CCCN1CCOCC1,-8,.,-2,10,1,-1,-9,.
Cc1noc(C)c1NC(=O)N(C)C[C@@H]1Oc2ncc(C#Cc3ccc(F)cc3)cc2C(=O)N([C@H](C)CO)C[C@@H]1C,-38,-1,-2,0,-1,-7,0,5

(listing goes on)
mol,PAX8 reporter,GSIS activator,Cneo AK release,ARNT-TACC3 inh,PglD inh,PGC1a acetyl inh,Statin myotox sup,LGR2 antag
CO[C@H]1CN(C)C(=O)c2cc(NS(C)(=O)=O)ccc2OC[C@H](C)N(Cc2ccccn2)C[C@@H]1C,.,-9,.,.,.,-5,7,0
C=CCn1cc(C(=O)OCC)c(=O)c2cc(F)c(F)cc21,8,3,0,.,-7,-3,.,6
Cc1ccc(NC(=O)CN2C(=O)COc3ccc(S(=O)(=O)N4CCOCC4)cc32)cc1F,12,-9,0,2,8,10,2,-4
CCOc1ccc(NC(=O)CN(C)C(=O)Cc2c(C)nc3ccccc3c2C)cc1OCC,.,15,0,6,-2,1,0,1
C[C@H]1CN([C@@H](C)CO)C(=O)Cc2cc(NS(=O)(=O)c3ccc(F)cc3)ccc2O[C@H]1CN(C)Cc1ccc(-c2ccccc2)cc1,-5,-5,.,.,.,0,-12,-1
COc1ccc(/C=N/n2c(SC)nnc(C(C)(C)C)c2=O)c(OC)c1,.,.,0,1,-17,6,.,.
CN(CC(=O)Nc1ccc(N2CCOCC2)cc1)C(=O)c1cn(-c2ccccc2)nc1-c1ccccc1,9,11,.,7,.,.,.,-25
Cc1ccc(NC(=O)C(=O)NCCN2CCN(S(=O)(=O)c3ccccc3)CC2)cc1C,18,-5,.,1,.,.,.,-1
CCc1sc(C(=O)NCc2ccco2)cc1Br,6,.,-5,-6,0,-15,1,-19
O=[N+]([O-])c1cccnc1-n1cnc2ccccc21,4,-8,.,0,.,.,.,0

Reformatted with values under each structure: entries from further up
Results follow in this order: PAX8 reporter | GSIS activator | Cneo AK release | ARNT-TACC3 inh | PglD inh | PGC1a acetyl inh | Statin myotox sup | LGR2 antag
CCc1sc(C(=O)NCc2ccco2)cc1Br
  6 | . | -5 | -6 | 0 | -15 | 1 | -19
COc1ccc(/C=N/n2c(SC)nnc(C(C)(C)C)c2=O)c(OC)c1
  . | . | 0 | 1 | -17 | 6 | . | .
C=CCn1cc(C(=O)OCC)c(=O)c2cc(F)c(F)cc21
  8 | 3 | 0 | . | -7 | -3 | . | 6

Next section.
mol,PAX8 reporter,GSIS activator,Cneo AK release,ARNT-TACC3 inh,PglD inh,PGC1a acetyl inh,Statin myotox sup,LGR2 antag
Cc1nn(-c2ccccc2)c2c1C(=O)N(c1ccccc1)C(=O)C(C)(C)C2,.,1,1,-2,5,3,3,15
COc1ccc(CN(CCN2CCOCC2)C(=O)c2c(F)cccc2F)cc1OC,.,31,0,0,4,0,13,-25
CN(C)C=Nc1ccc2nn(-c3ccccc3)nc2c1,.,.,-3,-11,-1,1,-6,.
COC(=O)CCC(=O)N1CCCC(C(=O)c2ccc(Cl)cc2C)C1 (stereo unspecified),9,18,7,-36,-7,22,1,-1
O=C(c1cccc(N2C(=O)C3CC=CCC3C2=O)c1)N1CCN(c2ccccc2)CC1 (stereo unspecified),.,-16,0,-1,-1,10,3,10

High-throughput results (PubChem)
